Alkaline phosphatase – human TNAP enzyme inhibitors, biochemical, luminescent (AID 518); purified TNAP enzyme, luminescent substrate readout; higher % means a stronger effect; inhibition, % at 20 µM, or IC50 in µM where a hit was titrated; hit rate 0.09% among 64,000; in the data active means a potency from the dose series; inactive means the rest, 99 in 100 with inhibition below about 22%;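 further: plate controls were vehicle for no effect and reference inhibitor for full effect; many of its hits are not listed in these tables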
KRASV12 cytotoxicity – viability loss of HPDE-C7K cells – cell-based, fluorescence, HTS, primary screen (AID 431); cytotoxicity, % at 10 µM; hits with a dose series show EC50 in µM; hit rate 1.7% among 63,000; HPDE-C7K KRASV12 cells, Alamar Blue viability, 48 h; higher % means a stronger effect;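 active means compounds whose percent cytotoxicity in the single-dose primary screen, scaled between solvent and toxic-drug controls, exceeds 50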;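 further: 0% = DMSO solvent wells and 100% = doxorubicin-treated wells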
MK inhibit – blocks S. pneumoniae mevalonate kinase; purified MK, PK/LDH-coupled NADH absorbance 340 nm; inhibition, % at 10 µM; hit rate 0.48% among 65,000; AID 555;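 active means ranked among the strongest by inhibition in the single 10 µM screen, a fixed top-ranked set picked for dose follow-up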; further: no value below 0 was filed
LYP phosphatase – LYP phosphatase inhibitors, primary screen, biochemical, DiFMUP fluorescence, recombinant catalytic domain, 10 µM (AID 606); 52,000 tested, under 10 active; recombinant LYP catalytic domain, DiFMUP fluorescence; higher % means a stronger effect; inhibition, % at 10 µM; hits with a dose series show IC50 in µM;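 active means IC50 under 40 µM in the dose-response test; inactive means IC50 of 40 µM or more, or never dose-tested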
Bfl-1 displacement – displacement of Bid BH3 peptide from Bfl-1 – biochemical, fluorescence polarization, FITC-Bid, mouse, primary screen (AID 432) | FITC-Bid BH3 peptide fluorescence polarization displacement; higher % means a stronger effect | displacement, % at 20 µM; hits with a dose series show IC50 in µM | hit rate 0.02% among 64,000; in the data active means a potency from the dose series; inactive means the rest, 99 in 100 with displacement below about 15%; further: strong numbers were not always called active
HT1080 cytotoxicity – cytotoxicity in HT1080 fibrosarcoma cells, cell-based, fluorescence readout (AID 620); one-dose cytotoxicity, % at 10 µM; EC50 in µM for titrated hits; HT1080 viability, fluorescence; higher % means a stronger effect; hit rate 0.42% among 87,000;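 further: cells exposed to compound overnight then 4 h with Alamar Blue; 0% = vehicle DMSO and 100% = killing control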
PMK inhibit – S. pneumoniae PMK inhibition | purified PMK, PK/LDH-coupled NADH absorbance 340 nm | inhibition, % at 10 µM | hit rate 0.49% among 65,000 | AID 539;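 active means top-ranked compounds by inhibition in the single 10 µM screen, taking a fixed number of the strongest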;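 further: 0% = full reaction with DMSO carrier and 100% = background rate without enzyme reaction; no value below 0 was filed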
HPDE-C7 viability – cytotoxicity in HPDE-C7 cells, cell-based, fluorescence, HTS (AID 430); HPDE-C7 pancreatic duct cells viability, fluorescence; higher % means a stronger effect; cytotoxicity, % at 10 µM; hits with a dose series show EC50 in µM; hit rate 1.8% among 63,000;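 further: cells exposed to compound for 48 hours before viability readout; 0% = vehicle and 100% = reference cytotoxic drug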
DPM-DC inhibit – S. pneumoniae DPM-DC inhibition; purified DPM-DC, PK/LDH coupled NADH fluorescence; calls only at 10 µM; hit rate 0.49% among 65,000; AID 556;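 active means the 320 compounds with the highest percent inhibition in the single-dose primary screen, excluding strongly autofluorescent ones, cut at about 32% in these data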;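 further: kinetic rate of NADH fluorescence loss reporting ADP formed by the decarboxylase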
PMK inhibit pilot replicates – also measured in PMK inhibit; calls as there; inhibition, %; measured here: pilot screen replicates
MK inhibit pilot replicates – recorded beside MK inhibit, whose call it bears; inhibition, %; measured here: pilot screen replicates
DPM-DC inhibit pilot screen % – further read-out of DPM-DC inhibit, marked with its call; inhibition, %; measured here: pilot screen trials
Active calls of the source: *; i = inactive; nt = not tested or not shown. Unless noted, no stated cut-off is given here; in the data, active means cytotoxicity above about 50%; inactive means the rest.

SMILES	Alkaline phosphatase	KRASV12 cytotoxicity	MK inhibit	LYP phosphatase	Bfl-1 displacement	HT1080 cytotoxicity	PMK inhibit	HPDE-C7 viability	DPM-DC inhibit	others
CC(C)(C)C1CCc2[nH]nc(C(=O)O)c2C1 (stereo unspecified)	2%	1%	1	4%	-6%	-2%	9	4%	i	PMK inhibit pilot replicates=0.0;MK inhibit pilot replicates=0.0;DPM-DC inhibit pilot screen %=0.5
CCC(C)(C)n1nnnc1C(c1cc2cccc(C)c2[nH]c1=O)N1CCN(C(=O)c2ccco2)CC1 (stereo unspecified)	8%	2%	14	11%	-2%	-9%	13	-10%	i
O=C(O)CCc1ccc(-c2cccs2)n1NC(=O)c1ccco1	10%	-15%	4	nt	4%	-7%	4	-33%	i	PMK inhibit pilot replicates=4.0;MK inhibit pilot replicates=2.0;DPM-DC inhibit pilot screen %=6.0
CCOC(=O)C1=C(O)C(=O)N(c2ccc(S(N)(=O)=O)cc2)C1c1ccc(OC)cc1OC (stereo unspecified)	20%	-12%	7	-34%	0%	-3%	6	-7%	i
COc1ccc(NC(=O)CSc2nc3c(c(=O)n2-c2ccccc2)SCC3)c(OC)c1	11%	-12%	9	14%	1%	-4%	7	-6%	i
O=C(O)c1ccc(COc2ccc3c4c(c(=O)oc3c2)CCC4)o1	12%	-5%	11	nt	-9%	-9%	13	-17%	nt
CCOCCCNC(=O)c1ccc2c(c1)ncn2C1CCCC1	12%	3%	0	-16%	-2%	6%	12	13%	i	PMK inhibit pilot replicates=0.0;MK inhibit pilot replicates=2.0;DPM-DC inhibit pilot screen %=0.0
Cc1cccc(C2CC(c3ccc(Cl)cc3)Nc3nc(N)nn32)c1 (stereo unspecified)	21%	0%	8	-4%	-8%	0%	1	0%	i	PMK inhibit pilot replicates=1.0;MK inhibit pilot replicates=3.5;DPM-DC inhibit pilot screen %=3.5
COc1cccc(C2CC(=O)NC(SC)=C2C#N)c1 (stereo unspecified)	9%	4%	11	7%	-7%	nt	9	2%	i
COc1cc(OC)cc(C(=O)Nc2cccc(C(C)=O)c2)c1	15%	0%	7	8%	-8%	0%	0	4%	i
Cc1ccc(C)c(N2CCN(C(c3ccncc3)c3nnnn3Cc3ccccc3)CC2)c1 (stereo unspecified)	9%	25%	4	2%	2%	10%	17	27%	i
CNC(=O)c1cc2cc(OC)ccc2n1CCN(C)C	14%	-19%	12	-7%	-4%	7%	21	-12%	i
O=C(NC1CC2CCC(C1)N2C(=O)NCc1ccccc1)C1CC1 (stereo unspecified)	16%	4%	1	12%	-2%	1%	20	0%	i
CC1(C)CC(=O)C=C(NCCN2CCN(C(=O)Nc3ccc(Cl)c(Cl)c3)CC2)C1	5%	21%	7	nt	-5%	-5%	15	7%	i
COc1ccccc1NC(=O)COC(=O)c1ccc(S(=O)(=O)NCc2ccco2)cc1	5%	-3%	1	-2%	-1%	-6%	24	4%	i
O=c1c2cc(-c3ccccc3)sc2ncn1/N=C/c1ccco1	2%	-15%	12	7%	5%	-3%	25	-14%	i
Cc1csc(=NC(=O)c2ccccc2)n1Cc1ccco1	13%	-7%	6	nt	-11%	-3%	15	-20%	i
O=C(O)CN(Cc1ccco1)S(=O)(=O)c1ccccc1	8%	nt	5	-3%	-2%	1%	9	nt	i
Cc1nc(Nc2ncc3c(n2)CCCC3=O)nc2ccccc12	10%	10%	6	-9%	5%	-5%	0	-5%	i
O=c1cnnc(SCCc2ccccc2)[nH]1	6%	2%	7	nt	-3%	2%	2	5%	i
Cn1c(-c2ccc(Br)o2)nc2ccccc21	12%	-30%	11	6%	2%	-26%	11	-29%	i
Cc1cccc(C)c1-n1nnnc1SCSc1nnnn1-c1c(C)cccc1C	16%	17%	4	6%	-3%	0%	7	8%	i	PMK inhibit pilot replicates=2.5;MK inhibit pilot replicates=0.0;DPM-DC inhibit pilot screen %=0.5
COc1ccccc1-c1nnc(Nc2nc3c(OC)cccc3s2)o1	-20%	56%*	0	-10%	-4%	52%*	13	55%*	i
O=C(CC1C(=O)NCCN1C(=O)Nc1ccccc1)Nc1ccc2c(c1)OCCO2 (stereo unspecified)	2%	-4%	13	-1%	-5%	15%	4	10%	i
O=C(Nc1ccccc1F)C1C2C=CC3(O2)C1C(=O)N(c1cccnc1)C3C(=O)NC1CCCCC1 (stereo unspecified)	9%	0%	0	13%	-5%	-2%	17	7%	i
Cn1c(=O)c(=O)n(C)c2cc(S(=O)(=O)N3CCCCCC3)ccc21	7%	6%	5	5%	-7%	6%	9	0%	i
CN(Cc1cc2ccccc2[nH]c1=O)C(=O)C1CCCCC1	5%	-8%	6	-6%	-8%	25%	3	-27%	i
Cc1ccc(C(c2nnnn2CS(=O)(=O)c2ccc(C)cc2)N2CCC(C(N)=O)CC2)cc1 (stereo unspecified)	6%	-3%	0	8%	-2%	3%	18	-5%	i
CC(C)(C)C(=O)/C=C(\N)c1ccncc1	1%	3%	3	nt	-4%	7%	0	4%	i
CC(=O)N1CCN(S(=O)(=O)c2ccc(S(=O)(=O)NC3CC3)cc2)CC1	17%	4%	0	-4%	4%	-8%	16	8%	i	PMK inhibit pilot replicates=5.0;MK inhibit pilot replicates=1.0;DPM-DC inhibit pilot screen %=0.0
COc1ccc(OCCOC(=O)c2cccc(-n3cnnn3)c2)cc1	17%	8%	9	9%	-1%	2%	16	3%	i	PMK inhibit pilot replicates=3.0;MK inhibit pilot replicates=0.0;DPM-DC inhibit pilot screen %=0.0
Cc1cc(OCC(=O)N2CCCC2)cc(C)c1Cl	16%	15%	0	10%	-1%	2%	9	2%	i	PMK inhibit pilot replicates=0.5;MK inhibit pilot replicates=0.0;DPM-DC inhibit pilot screen %=1.5
CCc1ccc(OCc2nnc(SCCN3CCOCC3)n2CC)cc1	13%	10%	1	nt	-4%	-5%	0	2%	i
C=CCN1C(=O)C(O)(CC(=O)c2ccc(N)cc2)c2ccccc21 (stereo unspecified)	2%	5%	5	3%	9%	-10%	1	-7%	i
COC(=O)c1ccc(NC(=O)c2ccc(N(C)S(C)(=O)=O)cc2)cc1	11%	-3%	7	6%	-6%	-1%	12	7%	i
Cc1cc(Nc2ccc(C)c(Br)c2)n2nc(C)nc2n1	2%	11%	18	2%	3%	5%	12	11%	i
Cc1ccc(-c2nc(Nc3ccccc3)n[nH]2)cc1	13%	25%	2	-2%	-4%	21%	4	-6%	i
CCN(CC)CCNC(=O)c1cc2c(-c3ccc(Cl)cc3)nn(C)c2s1	7%	9%	7	-11%	-3%	8%	2	21%	nt
COCCOC(=O)C1=C(C)NC(=O)NC1c1c(F)cccc1Cl (stereo unspecified)	3%	13%	12	-6%	-3%	2%	10	-5%	i
O=C(CN1C(=O)c2cccc3cccc1c23)Nc1ccccc1C(=O)NCc1ccco1	16%	19%	5	17%	4%	-2%	12	9%	i	PMK inhibit pilot replicates=1.5;MK inhibit pilot replicates=3.5;DPM-DC inhibit pilot screen %=16
NC1=NC(c2ccccc2Cl)n2c(nc3ccccc32)N1 (stereo unspecified)	-19%	1%	1	5%	-1%	8%	18	7%	i
CCOC(=O)Cc1nnc(NC(=O)CSc2nnc3c4ccccc4n(C(C)C)c3n2)s1	13%	0%	3	8%	3%	-4%	19	-15%	i	PMK inhibit pilot replicates=4.5;MK inhibit pilot replicates=0.5;DPM-DC inhibit pilot screen %=0.0
Cc1nccn1-c1c2c(c(C#N)c3nc4ccccc4n13)CCCC2	-3%	-32%	1	6%	-16%	2%	16	-21%	i
COc1ccc(CN(CC(=O)NCc2ccco2)C(=O)CCC(=O)Nc2ccccn2)cc1	2%	-5%	0	8%	-2%	4%	17	-1%	i
O=C1CN2C(=Nc3ccc(Br)cc3C2c2ccccc2)CCN1 (stereo unspecified)	7%	4%	0	-1%	-7%	6%	8	-18%	i
Fc1ccccc1COc1ccc(/C=N/n2cnnc2)cc1	8%	12%	5	nt	0%	1%	9	-3%	i
Cc1occc1-c1nnc(SCc2cc(=O)n3cc(Br)ccc3n2)n1C	7%	-5%	0	-8%	-4%	10%	16	-1%	i
Cc1[nH]nc(-c2ccc(O)c(C)c2O)c1-c1cnn(-c2ccccc2)c1	8%	36%	9	1%	9%	-9%	9	14%	i	PMK inhibit pilot replicates=1.0;MK inhibit pilot replicates=0.0;DPM-DC inhibit pilot screen %=0.0
CS(=O)(=O)Nc1ccc(C(=O)NCc2cccnc2)cc1	8%	-9%	4	5%	-5%	0%	9	-10%	i
COc1ccc2c(CC#N)c[nH]c2c1	3%	-14%	10	7%	-1%	6%	0	-12%	i
CCN(CC)Cc1c[nH]c2c(C(=O)OC)cccc12	6%	6%	3	9%	-3%	-6%	15	6%	nt
O=C(O)c1cccnc1-c1ncccc1C(=O)O	3%	2%	0	9%	4%	1%	16	-4%	i
Cc1cc(C)c2nc(C(F)(F)F)nc(N3CC(C)OC(C)C3)c2c1 (stereo unspecified)	2%	-3%	12	9%	-8%	-7%	0	-7%	i
O=C(Nc1ccccc1N1CCN(c2ccc(F)cc2)CC1)c1ccccc1	12%	6%	12	-7%	0%	-7%	6	-14%	i	PMK inhibit pilot replicates=3.0;MK inhibit pilot replicates=0.0;DPM-DC inhibit pilot screen %=0.5
COc1cc(C(=O)Nc2ccc(OCC(=O)O)cc2)cc(OC)c1OC	3%	-27%	5	-2%	5%	-6%	0	-18%	i
CN1C(=O)CC(N2CCC(C(N)=O)(N3CCCCC3)CC2)C1=O (stereo unspecified)	14%	5%	9	4%	2%	-2%	11	-4%	nt	PMK inhibit pilot replicates=0.5;MK inhibit pilot replicates=0.0
CCCCNC(=O)CC1Nc2ccccc2NC1=O (stereo unspecified)	8%	10%	4	3%	-4%	-6%	0	-2%	i
O=C(Nc1ccccc1Cl)c1c(F)c(F)c(F)c(F)c1F	9%	0%	7	9%	6%	-5%	4	-8%	i	PMK inhibit pilot replicates=1.5;MK inhibit pilot replicates=0.0;DPM-DC inhibit pilot screen %=2.0
Cc1cc(C(F)(F)F)nc(SCC(=O)NC2CC3CCC2C3)n1 (stereo unspecified)	10%	-6%	2	10%	3%	3%	0	-12%	i
Cc1cc(C)cc(N(CC(=O)Nc2c(C)n(C)n(-c3ccccc3)c2=O)S(C)(=O)=O)c1	6%	-12%	2	6%	-5%	2%	2	2%	i
O=C(Nc1ccc(Cc2ccncc2)cc1)c1ccc(Br)o1	15%	-1%	6	9%	2%	nt	2	5%	i
CC(C)C(NC(=O)c1cccs1)c1nnc(SCC(=O)Nc2nccs2)n1C (stereo unspecified)	12%	-7%	13	18%	-1%	-1%	3	-4%	i

Screens (PubChem BioAssay)
